High-throughput results as filed in PubChem BioAssay.
VLA-4 inh – inhibition in a human VLA-4 binding assay; P13612; VLA-4 expressing cells, ligand binding flow cytometry; inhibition, % (about 7 µM as worked out from the volumes in the protocol); hit rate 0.2% among 330,000; in the data active = inhibition above about 50%
Fam108B inh – blocks mouse Fam108B hydrolase in RBBP9 counter-screen; recombinant Fam108B, FP-Rh probe fluorescence polarization; inhibition, % at 9.51 µM; hit rate 0.33% among 300,000; AID 1947;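 active = inhibition above the screen mean inhibition plus 3 SD, computed separately per campaign, cut at about 18% in these data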;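 also: inhibitors lower polarization as less probe binds the enzyme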
MCL1-BIM inh – disrupts human MCL1 binding to BIM-BH3 peptide; Q07820; GST-MCL1 / FITC-Bim-BH3 fluorescence polarization; inhibition, % at 10.9 µM; hit rate 0.68% among 320,000;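 active = inhibition above the mean inhibition of all tested compounds plus 3 SD, set per campaign, cut at about 40% in these data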;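 also: 0% = DMSO wells and 100% = unlabeled Bim-BH3 peptide control; higher means more loss of mP so more displacement of Bim peptide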
Target sequence (Q07820 whole entry, looked up): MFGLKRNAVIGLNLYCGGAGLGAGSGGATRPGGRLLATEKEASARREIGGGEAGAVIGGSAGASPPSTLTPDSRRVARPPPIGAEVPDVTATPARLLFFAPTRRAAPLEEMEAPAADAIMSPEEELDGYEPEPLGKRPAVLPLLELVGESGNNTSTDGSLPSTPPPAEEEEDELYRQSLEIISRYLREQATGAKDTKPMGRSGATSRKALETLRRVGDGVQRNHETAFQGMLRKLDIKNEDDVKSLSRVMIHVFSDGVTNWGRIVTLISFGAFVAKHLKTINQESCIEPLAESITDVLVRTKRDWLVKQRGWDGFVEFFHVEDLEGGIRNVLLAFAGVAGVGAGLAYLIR
MEX-5 binding – C. elegans MEX-5 TCR-2 RNA binding activity; Q9XUB2; MEX-5/FITC-TCR2 RNA binding, fluorescence polarization; hits give low values; activity score (negative = inhibition of binding), % at 10 µM; hit rate 0.38% among 300,000;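 active = inhibition past about -25% in most replicates, and total fluorescence under double the plate's negative control median, limit read from the data; inconclusive = replicates evenly split on the limit, or fluorescence at least double controls; inactive = too little inhibition in most replicates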;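 also: 0% = DMSO and -100% = 5 µM competing unlabeled TCR2 RNA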
AGP1 TOR yeast – modulators of TOR pathway AGP1-GFP in S. cerevisiae | GFP response vs DMSO, % at 10 µM | S. cerevisiae AGP1-GFP multiplex flow cytometry, 3 h; GFP as percent of DMSO wells | hit rate 0.02% among 320,000;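 active = GFP response relative to DMSO above a set limit, near screen average plus 3 SD, cut at about 150% in these data; inconclusive = fewer than 70 cells counted for the yeast strain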;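 also: median GFP channel fluorescence of the gated AGP1 strain per well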
GRK2 inh – inhibitors of human GRK2 displacing RNA aptamer; hit rate 0.59% among 330,000; bead flow cytometry, FAM-aptamer displacement from GRK2; inhibition of aptamer binding, % at 10 µM;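 active = inhibition of aptamer binding above 40%, roughly 3 SD of noise, on plates passing a quality check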;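 also: median bead fluorescence of bound FAM aptamer so fluorescent compounds give negative values; no value below 0 was filed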
Target sequence (P25098 whole entry, looked up): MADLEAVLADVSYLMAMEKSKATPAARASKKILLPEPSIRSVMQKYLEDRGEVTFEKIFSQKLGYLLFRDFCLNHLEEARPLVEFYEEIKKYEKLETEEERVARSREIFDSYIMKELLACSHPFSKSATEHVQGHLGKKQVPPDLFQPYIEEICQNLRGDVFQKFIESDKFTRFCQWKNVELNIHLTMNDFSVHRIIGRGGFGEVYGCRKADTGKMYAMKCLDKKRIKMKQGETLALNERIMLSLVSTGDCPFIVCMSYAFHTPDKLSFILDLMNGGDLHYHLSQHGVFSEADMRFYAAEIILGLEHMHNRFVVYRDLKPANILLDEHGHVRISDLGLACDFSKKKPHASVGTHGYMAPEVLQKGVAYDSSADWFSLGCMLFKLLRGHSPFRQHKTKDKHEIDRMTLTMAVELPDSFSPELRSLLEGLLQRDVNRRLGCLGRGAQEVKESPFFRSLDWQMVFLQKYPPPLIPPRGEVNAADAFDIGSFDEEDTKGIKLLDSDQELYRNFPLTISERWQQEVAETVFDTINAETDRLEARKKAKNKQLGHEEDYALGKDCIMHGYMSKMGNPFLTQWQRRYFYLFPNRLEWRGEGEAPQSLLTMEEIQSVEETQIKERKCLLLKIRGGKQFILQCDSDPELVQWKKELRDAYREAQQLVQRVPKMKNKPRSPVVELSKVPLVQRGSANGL
CIT2-GFP yeast – modulators of TOR pathway CIT2-GFP in S. cerevisiae. AID 2029. GFP response vs DMSO, % at 10 µM. hit rate 0.065% among 320,000. S. cerevisiae CIT2-GFP strain, flow cytometry, 3 h; 100 means same as DMSO wells;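 active = GFP response relative to DMSO above a set limit, near the screen mean plus 3 SD, cut at about 150% in these data; inconclusive = Fewer than 70 cells measured for a yeast strain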;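 also: ratio of well median GFP fluorescence to mean of DMSO wells on the plate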
BCLXL inh – blocks human Bcl-xL binding to Bim BH3 peptide; GST-Bcl-xL / FITC-Bim BH3 peptide fluorescence polarization; AID 2129; hit rate 0.7% among 320,000; Q07817; inhibition, % at 10.9 µM;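 active = inhibition above the mean of all tested compounds plus 3 SD, cutoff set per campaign, cut at about 30% in these data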;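 also: 0% = DMSO wells and 100% = unlabeled Bim-BH3 peptide competitor; inhibitors lower millipolarization by displacing the labeled peptide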
GLD-1 RNA inh – GLD-1-TGE RNA interaction inhibition (C. elegans); Q17339; purified GLD-1 + fluorescein TGE RNA, fluorescence polarization; inhibition, % at 5.96 µM; hit rate 0.44% among 320,000; AID 2280;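 active = percent inhibition above a per-plate cutoff, the plate mean of test compounds plus 3 SD, cut at about 30% in these data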;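 also: 0% = DMSO wells with GLD-1 and probe and 100% = wells lacking GLD-1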
The depositor's hits bear a star; ? = inconclusive; . = not tested or not shown. Outcome played no part in choosing rows; 2.2% or so of the library scored in one or more.

SMILES	VLA-4 inh	Fam108B inh	MCL1-BIM inh	MEX-5 binding	AGP1 TOR yeast	GRK2 inh	CIT2-GFP yeast	BCLXL inh	GLD-1 RNA inh
Cc1ccc(S(=O)(=O)N/N=C/c2cc(Br)ccc2O)cc1	-21.5	-0.9	-0.7	0.2	99.6	2.0	92.7	-2.3	0.0
CCOC(=O)CN(c1ccccc1C)S(=O)(=O)c1ccc(Cl)cc1	2.6	-7.4	2.5	-1.8	91.8	0.0	92.6	7.7	-2.1
Cc1ccc(NC(=O)C2CCCN(S(=O)(=O)c3c(C)noc3C)C2)cc1 (centres undefined)	37.9	1.7	3.5	-0.7	109.5	1.0	105.5	6.4	3.1
O=c1cc(CN2CCN(c3ccccc3O)CC2)nc2sccn12	-1.8	-3.1	31.0	-8.2	100.5	5.0	97.5	26.8	7.6
Clc1ccc(C#Cc2cccnc2)cc1	10.7	-1.1	19.8	-1.2	82.6	1.0	102.1	2.7	-3.7
CCCCS(=O)(=O)Nc1ccc2c(c1)ncn2C1CCCCC1	9.7	-2.2	6.3	-0.2	91.2	0.0	.	6.3	-7.4
Cc1nnc(SCC(=O)NCc2cccs2)[nH]c1=O	7.5	-3.8	-1.0	-3.3	90.4	0.0	94.5	-1.1	-1.6
CC(C)Oc1cccc(C(=O)Nc2ccc(Br)cc2F)c1	-5.7	-0.8	11.8	2.1	98.4	4.0	92.6	3.8	5.2
Cc1ccc(OC(=O)NC2CCS(=O)(=O)C2)cc1C (centres undefined)	10.2	0.8	5.0	0.7	102.8	1.0	109.2	1.8	1.3
O=C(NC(=S)Nn1cnnc1)c1ccc(F)cc1Cl	8.7	3.0	22.4	-0.1	102.0	3.0	104.9	3.7	2.2
Cc1ccccc1Nc1c([N+](=O)[O-])cncc1[N+](=O)[O-]	7.5	1.5	-0.1	1.6	96.3	1.0	97.7	3.5	11.0
O=C(/C=C/c1ccc(S(=O)(=O)N2CCOCC2)cc1)N(CCO)Cc1ccccc1	-1.3	-3.5	-4.9	1.4	107.6	0.0	113.1	-1.9	8.2
CC(O)CC(C)O (centres undefined)	3.3	.	-7.8	.	98.0	0.0	96.3	3.0	3.1
O=C(CN1C(=O)NC2(CCCC2)C1=O)NCCC1=CCCCC1	6.5	3.3	2.8	-1.2	110.1	0.0	97.3	2.5	0.3
Cc1cc(C)nc(NC(=O)C(C)N2C(=O)c3ccccc3C2=O)n1 (centres undefined)	7.2	5.0	6.2	-1.0	99.5	10.0	91.3	0.4	-1.2
CCN(C[C@H]1N[C@@](Cc2ccccc2)(C(=O)OC)[C@H]2C(=O)N(C)C(=O)[C@@H]12)S(=O)(=O)c1ccc(OC)cc1	41.1	.	.	.	100.9	1.0	109.3	.	2.9
O=C(O)c1ccc(CNC(=S)Nc2ccccc2)cc1	2.2	5.2	6.4	-0.1	102.7	0.0	103.9	5.2	14.5
CCN(CC)CCN(C(=O)CCS(=O)(=O)c1ccccc1)c1nc2cc(OC)c(OC)cc2s1	6.2	-0.8	3.9	-2.0	114.7	0.0	108.2	0.8	7.7
CCc1ccccc1NC1c2ccccc2C(=O)N1c1cccnc1 (centres undefined)	-3.5	-2.0	1.5	-0.1	95.2	0.0	84.7	3.9	0.4
COc1ccc(C(=O)Nc2ccc([N+](=O)[O-])cn2)cc1OC	10.3	2.6	8.8	0.3	100.5	0.0	108.1	6.3	3.7
O=C(CN(C(=O)c1csnn1)c1ccc2c(c1)OCCO2)NCc1ccc(F)cc1	2.6	-3.8	6.8	-2.5	103.8	0.0	104.3	6.7	-4.3
O=C(COC(=O)CCC(NC(=O)OCc1ccccc1)C(=O)OCC(=O)Nc1ccccc1)Nc1ccccc1 (centres undefined)	-3.4	0.0	7.3	-0.8	97.9	4.0	101.4	4.0	4.4
CCCCN(C(=O)C1CCCC1)c1c(N)n(CC(C)C)c(=O)[nH]c1=O	-19.4	.	-0.3	.	93.6	0.0	100.7	-6.8	1.8
O=C1NNC(=O)C2C3C=CC(C4CC34)C12 (centres undefined)	14.1	2.4	3.6	1.2	110.7	0.0	105.3	2.6	5.6
O=C(COC(=O)c1ccccn1)Nc1cccc2ccccc12	5.8	1.8	2.8	-0.4	106.0	0.0	103.8	9.9	2.4
COc1ccc(C2CC(=O)C3=C(C2)NC(C)=C(C#N)C3c2ccc(N(C)C)cc2)cc1 (centres undefined)	0.2	7.7	-2.8	-1.6	.	0.0	108.3	-1.0	0.5
O=C(O)c1nn(CCOc2ccc(Br)cc2)c(=O)c2ccccc12	14.0	-3.8	0.5	-3.8	91.4	2.0	83.2	2.7	1.1
O=C(Nc1cccc(N=Cc2cc(Cl)cc(Br)c2O)c1)c1ccco1	-1.1	8.1	20.7	-3.5	90.1	5.0	93.4	23.1	4.9
Cc1coc2cc3oc(=O)c(CC(=O)N[C@@H](CC(C)C)C(=O)O)c(C)c3cc12	1.7	1.1	1.3	1.9	98.0	0.0	104.6	3.3	15.2
CCCCNc1c(N)n(CCCC)c(=O)[nH]c1=O	-3.9	-1.5	52.0*	?	94.6	2.0	98.2	36.4*	37.2*
Cc1cc(=O)[nH]c(N/N=C/c2ccc3c(c2)OCCO3)n1	5.6	-4.0	-6.6	-2.9	99.6	1.0	103.3	-7.5	5.3
C=CCn1c(SCCOc2ccc(OC)cc2)nnc1C(CO)NC(=O)c1ccc(OC)cc1 (centres undefined)	0.0	4.3	-1.3	1.7	95.3	0.0	99.3	6.4	-0.1
S=c1[nH]nc(-c2cccs2)n1Cc1ccccc1	6.6	1.4	-11.8	2.9	103.5	0.0	101.3	-21.9	3.7
CC(NC(=O)N1CCN(c2ccccc2F)CC1)c1ccc(F)c(F)c1 (centres undefined)	-1.0	5.9	1.9	-0.1	66.4	0.0	61.4	-2.8	-0.8
Cc1c(/C=N/Nc2ccc(C(=O)O)cc2)c2ccccc2n1C	-0.2	2.9	-1.6	-6.3	88.4	2.0	82.2	3.0	6.4
CSc1ncccc1C(=O)Nc1ccc(S(=O)(=O)N2CCCC2)cc1	-32.3	.	-7.4	.	106.5	4.0	103.7	-8.3	-1.9
CN(C)c1ccc(C2(c3ccc(N(C)C)cc3)OC(=O)c3cc(N)ccc32)cc1	-17.7	11.2	3.5	1.6	98.3	0.0	110.4	0.2	7.5
O=C1CC(SCCc2nc3ccccc3[nH]2)C(=O)N1c1ccc(Cl)cc1 (centres undefined)	-4.6	4.3	0.5	0.8	96.1	2.0	93.0	1.9	-1.5
CN(Cc1c(C(=O)N/N=C/c2cccc(O)c2)nnn1-c1nonc1N)c1ccccc1	4.0	-0.7	-3.1	2.0	86.8	0.0	90.8	0.6	-0.8
CCN1C(=O)CS/C1=N\S(=O)(=O)c1ccc(Cl)cc1	-3.0	3.0	-3.6	-0.5	108.4	1.0	108.6	-2.1	-10.0

An excerpt from above in order of molecular weight, high to low.
SMILES	VLA-4 inh	Fam108B inh	MCL1-BIM inh	MEX-5 binding	AGP1 TOR yeast	GRK2 inh	CIT2-GFP yeast	BCLXL inh	GLD-1 RNA inh
COc1ccc(C2CC(=O)C3=C(C2)NC(C)=C(C#N)C3c2ccc(N(C)C)cc2)cc1 (centres undefined)	0.2	7.7	-2.8	-1.6	.	0.0	108.3	-1.0	0.5
O=C(O)c1nn(CCOc2ccc(Br)cc2)c(=O)c2ccccc12	14.0	-3.8	0.5	-3.8	91.4	2.0	83.2	2.7	1.1
Cc1coc2cc3oc(=O)c(CC(=O)N[C@@H](CC(C)C)C(=O)O)c(C)c3cc12	1.7	1.1	1.3	1.9	98.0	0.0	104.6	3.3	15.2

(cont.)
SMILES	VLA-4 inh	Fam108B inh	MCL1-BIM inh	MEX-5 binding	AGP1 TOR yeast	GRK2 inh	CIT2-GFP yeast	BCLXL inh	GLD-1 RNA inh
CCOc1ncccc1C(=O)OCC(=O)c1cccc(Br)c1	15.4	3.5	4.2	-0.4	97.4	0.0	89.7	7.0	1.1
CCN(CC)S(=O)(=O)c1ccc(OC)c(NC(=O)C2CC(=O)N(c3ccc(C)cc3)C2)c1 (centres undefined)	2.3	0.1	1.6	-1.4	105.9	0.0	101.7	6.5	3.7
COc1ccc(S(=O)(=O)Nc2ccccc2Cl)cc1NC(C)=O	10.1	-4.1	-1.3	0.6	98.2	3.0	99.6	1.2	3.6
Cc1ccc(S(=O)(=O)N2CCC(C)CC2)cc1	17.9	-4.5	3.9	1.2	105.5	1.0	97.9	0.3	-2.3
CCCCOP(=O)(OCCCC)C(Nc1ccccc1)c1ccc2c(c1)OCO2 (centres undefined)	11.4	7.3	2.1	1.7	95.2	0.0	96.2	6.1	7.0
Cc1cccc(OCC(=O)NCc2nnc3ccc(C(F)(F)F)cn23)c1C	-11.4	.	-5.8	.	102.0	0.0	92.3	-1.2	-6.9
CC1CCCCN1CCNC(=O)c1cnn2ccccc12 (centres undefined)	-25.4	2.5	0.1	-4.3	103.7	0.0	103.0	5.4	1.9
COc1ccc(CNC(=O)C2CCN(C(=O)N(C)C)CC2)c(OC)c1	10.7	-2.3	-2.8	-4.6	95.8	0.0	93.3	-3.5	4.2
Cc1ccc(NC(=O)CSc2nnc(CN3CCOCC3)n2C)cc1C	4.5	1.9	7.1	-0.9	101.8	0.0	103.2	5.2	-7.8
CN(NC1OC(=O)c2ccccc21)c1ccccc1[N+](=O)[O-] (centres undefined)	20.8	-0.6	11.2	1.1	118.8	0.0	105.1	5.7	4.1
O=C(COC(=O)c1ccc(F)cc1Cl)NC(=O)NC1CCCC1	11.3	.	-4.0	.	94.5	0.0	83.2	1.6	-0.7
O=C(CSc1ncccn1)NCC1CCCO1 (centres undefined)	13.8	2.5	0.3	1.0	86.5	0.0	93.0	0.5	2.5
COC(=O)CC1C(=O)NCCN1C(=O)Nc1ccc(Cl)c(Cl)c1 (centres undefined)	-1.6	-0.1	-7.1	-1.6	108.0	0.0	100.1	-1.0	4.6
O=C(NC(=S)Nc1ccccc1Cl)c1cnn2c(C(F)(F)F)cc(C(F)(F)F)nc12	7.9	0.5	5.1	-0.4	99.0	0.0	90.0	3.4	-9.4
Cc1ccc(-n2nc3c(c2NC(=O)/C=C\c2ccc4c(c2)OCO4)CSC3)c(C)c1	-7.7	-10.3	0.2	2.3	99.8	2.0	93.0	-0.1	-1.7
O=[N+]([O-])c1ccccc1NCCOc1ccccc1	13.3	5.8	-10.4	0.1	90.9	0.0	96.6	-1.6	0.6
Cc1cccc(CSc2nc3c(c(=O)[nH]2)CCCC3)c1	-0.8	2.4	3.0	.	100.9	0.0	92.5	4.0	-2.5
COc1ccc(Br)cc1/C(C)=N/NC1=NCCN1	0.7	-6.3	-10.0	1.9	97.2	0.0	100.5	2.2	-4.4
O=C(CSc1nnc(-c2cccs2)o1)N1CCc2ccccc21	2.1	-10.0	-3.4	0.2	99.1	1.0	90.6	4.3	4.8
CCOc1ccc(CNCCN2CCCC2)cc1	-4.6	0.1	17.0	0.8	97.5	0.0	100.1	2.8	3.9
CC1CCC(NC(=O)CC(C)(C)Cc2nc3ccccc3c(=O)[nH]2)CC1 (centres undefined)	-16.3	3.2	4.8	0.6	106.4	7.0	108.4	2.0	10.3
CC1=C(C(=O)Nc2ccc(Cl)cc2)C(c2cccs2)n2nnnc2N1 (centres undefined)	12.0	-2.0	5.1	-0.6	100.4	4.0	99.3	2.5	2.1
Cn1c(=O)c2c(ncn2CC(=O)N/N=C/C=C/c2ccccc2[N+](=O)[O-])n(C)c1=O	-6.8	0.3	6.6	0.2	98.6	2.0	90.6	6.3	-0.2
